N370S GC – inhibitors or activators of N370S glucocerebrosidase for Gaucher disease; P04062; N370S GC spleen homogenate, 4MU-glucoside fluorescence; Potency, µM (series often up to 59.4 µM), inactives show at the highest dose activity change, negative = inhibition, actives largely listed as inhibitors; 0.092% of 330,000 active; AID 2101;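 note: 0% = full enzyme activity and -100% = no enzyme basal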
KAT2A inh – blocks human GCN5L2 histone acetyltransferase | Potency, µM (doses to about 58.9 µM), without a hit: at the top dose activity change, negative = inhibition, usual class: inhibitors | AID 504327 | 0.21% of 390,000 active | GCN5L2 HAT assay, ThioGlo1 CoA-SH fluorescence
Target sequence (Q92830 whole entry, looked up): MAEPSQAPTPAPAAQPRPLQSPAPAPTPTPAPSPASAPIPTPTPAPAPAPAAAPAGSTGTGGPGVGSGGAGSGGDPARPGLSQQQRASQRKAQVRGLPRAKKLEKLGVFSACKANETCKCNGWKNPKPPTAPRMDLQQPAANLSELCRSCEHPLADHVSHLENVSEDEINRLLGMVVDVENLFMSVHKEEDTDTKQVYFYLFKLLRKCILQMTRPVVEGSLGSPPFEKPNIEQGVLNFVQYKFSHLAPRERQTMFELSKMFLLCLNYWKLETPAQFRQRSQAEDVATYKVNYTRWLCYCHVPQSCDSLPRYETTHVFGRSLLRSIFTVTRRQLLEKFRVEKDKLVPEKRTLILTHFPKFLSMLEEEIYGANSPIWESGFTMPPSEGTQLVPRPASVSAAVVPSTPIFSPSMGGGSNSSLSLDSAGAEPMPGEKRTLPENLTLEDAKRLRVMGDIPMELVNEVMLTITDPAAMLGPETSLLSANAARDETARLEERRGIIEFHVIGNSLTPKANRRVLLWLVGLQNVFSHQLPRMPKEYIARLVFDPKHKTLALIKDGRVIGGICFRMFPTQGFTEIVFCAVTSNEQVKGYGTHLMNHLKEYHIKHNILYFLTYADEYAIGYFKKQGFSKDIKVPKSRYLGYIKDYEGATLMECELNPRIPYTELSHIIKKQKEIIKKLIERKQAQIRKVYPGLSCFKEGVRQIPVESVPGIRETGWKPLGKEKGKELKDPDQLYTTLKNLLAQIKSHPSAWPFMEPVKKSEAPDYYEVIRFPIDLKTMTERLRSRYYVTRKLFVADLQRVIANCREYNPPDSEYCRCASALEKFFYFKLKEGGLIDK
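Preincubate 20nM GCN5L2 with compound 15 min, RT → add 50uM ThioGlo1 + 75uM H3(1-25) + 70uM acetyl-CoA → read fluorescence 0 and 20 min. Primary qHTS; fluorescent artifacts likely.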
FEN1 inh – human FEN1 inhibition. P39748. Recombinant FEN1 flap cleavage, fluorescence, 15 min. Potency, µM (highest dose often 114 µM), without a hit: top-dose activity change, negative = inhibition, most hits filed as inhibitors. 0.35% of 390,000 active. AID 588795; note: nearly all actives have a fitted effect of over 65% in size
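Steps: FEN1 (10 nM) dispensed; compound added by pin tool; 15 min at room temperature; substrate added to 50 nM final; reads at 0 min and 15 min; data normalized and fitted (four-parameter Hill).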
Active calls of the source: *; ? = inconclusive; nt = not tested or not shown; [ ] = remark or other dose. Calls come from the whole dose curve; as a rule, active = well fitted curve in the direction sought with a large enough effect; inconclusive = small, poorly fitted or top-dose-only effect, or another doubt; inactive = no such curve, though single readings can be large; an effect the other way counts as inactive or inconclusive. Unless noted, % is set by controls: 0 for no effect and ±100 for the full control effect; potency is the fitted concentration of half-maximal effect. A portion of the library; count on the stated rates, not on these rows.

No. | compound | N370S GC | KAT2A inh | FEN1 inh
1 | COc1cc2c(cc1OC)CN(C(=O)c1cc(=O)c3ccccc3o1)CC2 | 16% | -29%[0.501 µM] | ?
2 | Cc1nc2ccc(S(=O)(=O)NCC(=O)N3CCN(c4ccccc4)CC3)cc2s1 | -17% | -5% | -2%
3 | NC(=O)C1CCN(C(=O)CN(c2ccc3c(c2)OCCO3)S(=O)(=O)c2ccccc2)CC1 | -1% | 1% | 9%
4 | CCCCN(CCCC)CCNC(=O)Cn1nc(CC)n2c(cc3sccc32)c1=O | nt | -4% | 6%
5 | CCN(CC)C(=O)CSc1nc(-c2ccco2)cc(C(F)(F)F)c1C#N | ? | -4% | 6%
6 | COc1cc2c(cc1OC)C(COc1ccc3c(C)cc(=O)oc3c1)N(C(=O)c1cccc(OC)c1OC)CC2 (stereo unspecified) | nt | 0% | -1%
7 | N#Cc1ccccc1Cn1cnc2nc3c(cc2c1=O)CCCC3 | nt | 1% | -6%
8 | O=C(O)c1cccc(S(=O)(=O)N2CCSCC2)c1 | 3% | 2% | 2%
9 | Cc1ccc(S(=O)(=O)CCC(=O)NCCN2C(=O)S/C(=C\c3ccccc3)C2=O)cc1 | -7% | -8% | 5%
10 | CCCCc1ccc(-n2nc3cc(Cl)c(NC(=O)c4ccc(OC)cc4)cc3n2)cc1 | nt | -6% | -4%
11 | CCOC(=O)N1CCN(C(=O)c2cc3c(=O)n4cccc(C)c4nc3s2)CC1 | 17% | -5% | -3%
12 | CC(C)(C)C1CCc2c(C(=O)NNC(=O)/C=C/C(=O)O)csc2C1 (stereo unspecified) | 22% | -3% | 0%
13 | c1ccc(Nc2nc(-c3ccc4c(c3)OCO4)nc3ccccc23)cc1 | ? | -3% | nt
14 | COc1ccc(N2CCN(Cc3nc(Cc4cccc(F)c4)no3)C(C)C2)cc1 (stereo unspecified) | 3% | -6% | -12%
15 | CN(C)c1ccc(CNC(=O)C2CCN(S(=O)(=O)c3ccc4c(ccn4C)c3)CC2)cc1 | nt | -1% | 9%
16 | Cn1cnc2c1c(=O)[nH]c(=O)n2Cc1ccccc1 | -2% | 3% | 12%
17 | COc1ccccc1-n1c(SC)nc(O)cc1=O | 13% | -1% | 0%
18 | CCCCCCn1c(-c2ccco2)nc2oc3cc(OC)ccc3c(=O)c2c1=O | 10% | -25% | -6%
19 | COc1cc(/C=N/NC(=O)c2cccc(S(=O)(=O)N3CCOCC3)c2)cc(OC)c1O | -9% | 2% | -17%
20 | Cn1cnnc1SCC(=O)Nc1cccc(S(=O)(=O)N2CCCCCC2)c1 | 19% | 34%[activator] | -3%
21 | CC(C)n1nnnc1SCC(=O)N1CCOCC1 | 26% | 2% | 0%
22 | C/C=C/C=C/C(=O)[C@@H]1[C@@H]([C@]2(C)OC(=O)C(C)=C2O)[C@H]2/C(=C(O)/C=C/C=C/C)C(=O)[C@]1(C)C(=O)C2(C)O (stereo partly specified) | -10% | -10% | ?
23 | COC(=O)c1sccc1NC(=O)/C=C/c1ccc(Cl)cc1Cl | -8% | 26% | 4%
24 | CS(=O)(=O)Cc1ccc(C(=O)N(CCc2ccccc2)Cc2ccccc2)cc1 | -15% | -2% | -18%
25 | Cc1cccc2cc(CNC3CCCC3)c(Cl)nc12 | -9% | -3% | 1%
26 | CCC(=O)Nc1ccc(-n2nnnc2SCC(=O)NNC(=O)c2ccco2)cc1 | -3% | 1% | -9%
27 | O=C(CN1CCOCC1)Nc1nc(-c2ccc3c(c2)CCN3S(=O)(=O)c2ccccc2)cs1 | 0% | -9% | 3%
28 | COc1ccc2c(c1)C1(Nc3ccccc3C(=O)N1c1ccccc1)C(=O)N2 (stereo unspecified) | 4% | 1% | 5%
29 | Fc1ccc(-c2nc3ccncc3[nH]2)cc1 | -20% | 4% | 10%
30 | O=C(CSc1nnc(CNC(=O)c2ccccc2)o1)NCc1ccco1 | -20% | -9% | 17%
31 | COc1ccc(NC(=O)COC(=O)/C=C/c2cnc3ccccc3n2)cc1 | 3% | -6% | -5%
32 | N/C(CC(=O)Nc1ccc(F)c(Cl)c1)=N\OC(=O)c1cccs1 | -5% | 13% | -3%
33 | CCOC(=O)c1c(C)nc2c(C)cccn12 | -5% | -4% | -2%
34 | Cc1ccc(S(=O)(=O)N(CC(O)CN2C(=O)NC(C)(C)C2=O)c2cccc(C)c2)cc1 (stereo unspecified) | -3% | -7% | 3%
35 | O=C(Cn1c(=O)n(-c2cccc(Cl)c2)c(=O)n1CC(=O)N1CCCCC1)N1CCCCC1 | -10% | 1% | 6%
36 | CC(C)(C)c1ccc(-n2ncc3c2CCCC3NC(=O)C2=NNC(=O)CC2)cc1 (stereo unspecified) | -15% | -19% | -16%
37 | CC1CCN(C(=O)C2CCC(CNc3c(N4CCCCC4)c(=O)c3=O)CC2)CC1 (stereo unspecified) | 19% | -7% | -7%
38 | COC(=O)C/C(C)=N/Nc1ccc(S(=O)(=O)N2CCCC2)cc1[N+](=O)[O-] | -2% | -2% | 0%
39 | COc1ccc(N(C(=O)c2cccc(C)c2)S(=O)(=O)c2ccc(C)cc2)cc1 | nt | -10% | 6%
40 | CCNC(=O)c1c(NC(C)=O)sc2c1CCCC2 | 3% | -10% | -9%
41 | OC(CNCc1ccc(Cl)cc1)C(F)(F)F (stereo unspecified) | -1% | -4% | 5%
42 | O=C(Nc1ccc2c(c1)OCO2)c1cnccn1 | 5% | -5% | -2%
43 | COc1ccc(O)c(C(=O)c2cc(C#N)c(=O)n(-c3ccc(Cl)cc3)c2)c1 | -15% | -1% | -1%
44 | CCS(=O)(=O)c1ccc(O)c(NC(=O)Nc2ccccc2OC)c1 | -5% | -19% | 18%
45 | COC(=O)[C@]1(C)N[C@H](CN(C)C(=O)Nc2ccc(C(F)(F)F)cc2)[C@@H]2C(=O)N(C)C(=O)[C@@H]21 | nt | 0% | 4%
46 | Cc1cc(-c2ccccc2)nc(N2CCC(C(=O)NC(C)C)CC2)n1 | 1% | -3% | -1%
47 | CCCOc1ccc(C(=O)NC(C)C(=O)O)cc1 (stereo unspecified) | -8% | -8% | 0%
48 | CCS(=O)(=O)Nc1cccc(C(=O)O)c1 | 3% | -1% | 1%
49 | O=C(COc1ccc(Br)cc1F)N1CCN(c2ncccn2)CC1 | 4% | 2% | -6%
50 | O=C(CSc1ncnc2ccccc12)Nc1ccc(N2CCOCC2)cc1 | 2% | -8% | nt
51 | O=S(=O)(c1ccc(F)cc1)N1CN(Cc2ccco2)c2nc3ccccc3nc21 | 10% | -15% | -12%
52 | Cn1c(=O)c(-c2cc(F)cc(F)c2)nc2cnc(Oc3cccc(Cl)c3)nc21 | 7% | -26% | nt
53 | O=C(OCc1c(F)cccc1Cl)c1cnc2ccccc2n1 | 10% | 1% | 0%
54 | Cc1ccccc1OCCC(=O)Nc1ccc2c(C)cc(=O)oc2c1 | ? | -12% | 2%
55 | COc1ccccc1NC(=S)Nc1cccc2cnccc12 | -20% | -2% | -3%
56 | O=C(COC(=O)c1ncc(Cl)c(Cl)c1Cl)NC1CCS(=O)(=O)C1 (stereo unspecified) | -3% | -19% | 13%
57 | O=C(O)c1cc(N/N=C/C=C/c2ccccc2)ccc1Cl | -7% | -12% | -2%
58 | O=C(Nc1ccc(F)c(F)c1)c1cc(S(=O)(=O)NC2CCCCCC2)ccc1F | nt | -1% | -4%
59 | CCc1cccc(C)c1NC(=O)C1=C(C(=O)O)CCCC1 | -3% | -5% | 3%
60 | CC1CCN(S(=O)(=O)c2ccc3c(c2)c(=O)c(C(=O)NCc2ccco2)cn3C)CC1 | -12% | -9% | 10%

More results follow.
The line under a structure holds: N370S GC	KAT2A inh	FEN1 inh
61: Cc1c(/C=C/C(=O)c2ccc(Cl)s2)cnn1C
  8%	-1%	-2%
62: O=C(O)c1ccc(Cl)cc1Nc1nc2cc(Cl)ccc2o1
  -4%	?	-24%
63: CCOC(=O)C1(CCOc2ccccc2)CCN(Cc2ccc(O)c(OC)c2)CC1
  -25%	0%	-10%
64: CCOC(=O)N1CCN(C(=O)CSc2nnc(-c3cccs3)o2)CC1
  3%	-11%	-21%
65: CCOc1ccc(C(=O)Nc2cc(-c3nc4ccccc4[nH]3)ccc2Cl)cc1[N+](=O)[O-]
  3%	1%	?
66: O=C(Nc1ccc(C(=O)O)cc1)/C(=C\c1ccc2c(c1)OCO2)NC(=O)c1ccccc1
  5%	-9%	4%
67: O=C(Nc1cccc2ccccc12)/C(=C\c1cccc([N+](=O)[O-])c1)NC(=O)c1cccs1
  4%	0%	0%
68: CCOC(=O)/C(C(=O)Nc1ccccc1Cl)=C1/NC(C)(C)Cc2ccccc21
  -8%	-4%	-1%
69: Cc1ccc2nc3c(cc2c1)c(NC(=O)c1cccnc1)nn3C
  -1%	-11%	7%
70: COc1ccccc1CC(=O)Nc1ccc(S(=O)(=O)N2CCOCC2)cc1
  2%	-2%	10%
71: O=C1CCc2cc(S(=O)(=O)Nc3ccccc3)ccc2N1
  nt	-2%	2%
72: O=C(CSc1nccn(-c2ccc(Br)cc2)c1=O)Nc1ccccc1F
  1%	3%	0%
73: S=C(NCCC(c1ccccc1)c1ccccc1)Nc1cccc(Cl)c1
  nt	-13%	-15%
74: CN(C)c1ccc(CNc2nc(-c3ccco3)nn2S(=O)(=O)c2ccc(Cl)cc2)cc1
  nt	-9%	2%
75: CCC1C(=O)CC(c2ccccc2)NC1c1ccccc1 (stereo unspecified)
  1%	-4%	9%
76: CCOC(=O)C1CCN(C(=O)C(C)Oc2ccc(C(=O)c3ccccc3)cc2)CC1 (stereo unspecified)
  nt	0%	-5%
77: CCc1ccc(S(=O)(=O)c2cn(C)c3cc(N4CCCC4)c(F)cc3c2=O)cc1
  nt	-5%	7%
78: CC1(/[N+]([O-])=C/c2ccccc2F)CCCCC1=O (stereo unspecified)
  8%	-5%	8%

2 compounds from above, reduced to FEN1 inh:
no.	canonical_smiles	FEN1 inh
71	O=C1CCc2cc(S(=O)(=O)Nc3ccccc3)ccc2N1	2%
72	O=C(CSc1nccn(-c2ccc(Br)cc2)c1=O)Nc1ccccc1F	0%

18 entries out of the list, arranged by SMILES length, descending.
The line under a structure holds: N370S GC	KAT2A inh	FEN1 inh
67: O=C(Nc1cccc2ccccc12)/C(=C\c1cccc([N+](=O)[O-])c1)NC(=O)c1cccs1
  4%	0%	0%
65: CCOc1ccc(C(=O)Nc2cc(-c3nc4ccccc4[nH]3)ccc2Cl)cc1[N+](=O)[O-]
  3%	1%	?
66: O=C(Nc1ccc(C(=O)O)cc1)/C(=C\c1ccc2c(c1)OCO2)NC(=O)c1ccccc1
  5%	-9%	4%
60: CC1CCN(S(=O)(=O)c2ccc3c(c2)c(=O)c(C(=O)NCc2ccco2)cn3C)CC1
  -12%	-9%	10%
74: CN(C)c1ccc(CNc2nc(-c3ccco3)nn2S(=O)(=O)c2ccc(Cl)cc2)cc1
  nt	-9%	2%
77: CCc1ccc(S(=O)(=O)c2cn(C)c3cc(N4CCCC4)c(F)cc3c2=O)cc1
  nt	-5%	7%
52: Cn1c(=O)c(-c2cc(F)cc(F)c2)nc2cnc(Oc3cccc(Cl)c3)nc21
  7%	-26%	nt
58: O=C(Nc1ccc(F)c(F)c1)c1cc(S(=O)(=O)NC2CCCCCC2)ccc1F
  nt	-1%	-4%
63: CCOC(=O)C1(CCOc2ccccc2)CCN(Cc2ccc(O)c(OC)c2)CC1
  -25%	0%	-10%
56: O=C(COC(=O)c1ncc(Cl)c(Cl)c1Cl)NC1CCS(=O)(=O)C1 (stereo unspecified)
  -3%	-19%	13%
70: COc1ccccc1CC(=O)Nc1ccc(S(=O)(=O)N2CCOCC2)cc1
  2%	-2%	10%
72: O=C(CSc1nccn(-c2ccc(Br)cc2)c1=O)Nc1ccccc1F
  1%	3%	0%
73: S=C(NCCC(c1ccccc1)c1ccccc1)Nc1cccc(Cl)c1
  nt	-13%	-15%
54: Cc1ccccc1OCCC(=O)Nc1ccc2c(C)cc(=O)oc2c1
  ?	-12%	2%
62: O=C(O)c1ccc(Cl)cc1Nc1nc2cc(Cl)ccc2o1
  -4%	?	-24%
53: O=C(OCc1c(F)cccc1Cl)c1cnc2ccccc2n1
  10%	1%	0%
75: CCC1C(=O)CC(c2ccccc2)NC1c1ccccc1 (stereo unspecified)
  1%	-4%	9%
55: COc1ccccc1NC(=S)Nc1cccc2cnccc12
  -20%	-2%	-3%
